Chronic BCR inh: chronic active BCR signaling inhibition; AID 493014; ABC-DLBCL IkBa-CBG/CBR reporter, luminescence ratio, 4 h; Potency, µM (series often up to 46.1 µM), inactives show at the top dose ratio change, negative = lower green/red ratio, actives largely listed as inhibitors; 0.05% of 340,000 active; active = well fitted inhibition curve with a large enough effect in the signal ratio, with a control signal flat, not every such curve was filed as active; inconclusive = small, poorly fitted or top-dose-only effect, or effect the other way, or a change in a side signal; the % refers to the signal ratio;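 also: potency is read from the fitted curve at half-maximal effect; plate controls were basal doxycycline-induced cells for no effect and cells given 10 µM MG132 for full effect; MG132 reads +100%, hits lower the ratio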
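TMD8 ABC-DLBCL cells carrying doxycycline-inducible green luciferase fused to IkappaBalpha plus unfused red luciferase were exposed to compounds (up to 46 uM) for 4 hrs at 37C. Activity came from the overlap-corrected green/red luminescence ratio.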
TSHR antag: human thyrotropin receptor antagonism; P16473; TSHR-expressing cells, TSH-stimulated cAMP HTRF, 2 h; hits give low values; activity change, negative = inhibition, % at 11.5 µM; 0.2% of 330,000 active;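 active = activity change below a set negative limit, meaning inhibition stronger than a set level, cut at about -70% in these data; inconclusive = activity change between two set negative limits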; also: % is scaled to controls: 0 for no effect and ±100 for the full control effect
Target sequence (P16473 whole entry, looked up): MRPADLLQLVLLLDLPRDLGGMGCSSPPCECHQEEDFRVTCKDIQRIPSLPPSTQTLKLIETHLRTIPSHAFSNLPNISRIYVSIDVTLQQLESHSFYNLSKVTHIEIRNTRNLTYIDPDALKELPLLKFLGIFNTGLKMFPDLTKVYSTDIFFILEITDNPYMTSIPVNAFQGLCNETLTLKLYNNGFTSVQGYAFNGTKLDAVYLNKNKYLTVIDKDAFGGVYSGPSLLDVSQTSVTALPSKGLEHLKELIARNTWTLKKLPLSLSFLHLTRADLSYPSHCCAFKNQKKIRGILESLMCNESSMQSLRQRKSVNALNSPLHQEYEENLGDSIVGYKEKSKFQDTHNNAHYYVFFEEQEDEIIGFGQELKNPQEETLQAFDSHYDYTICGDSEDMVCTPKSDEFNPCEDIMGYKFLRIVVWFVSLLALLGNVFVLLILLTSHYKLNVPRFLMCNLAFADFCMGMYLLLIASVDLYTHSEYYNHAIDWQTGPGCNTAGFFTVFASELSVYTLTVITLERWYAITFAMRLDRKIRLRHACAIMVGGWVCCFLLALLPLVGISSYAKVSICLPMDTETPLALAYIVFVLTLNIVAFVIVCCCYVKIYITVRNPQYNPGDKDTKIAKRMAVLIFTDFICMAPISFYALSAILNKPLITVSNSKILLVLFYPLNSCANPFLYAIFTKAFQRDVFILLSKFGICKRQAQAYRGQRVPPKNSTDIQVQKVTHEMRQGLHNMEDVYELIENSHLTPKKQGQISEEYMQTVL
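Cell-based HTRF cAMP assay; TSHR cells + compound, TSH EC80 (4nM final), 2 h, 37 deg C. Lysis with anti-cAMP cryptate and cAMP-d2, 30 min RT, read 665/620 nm.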
ASM inhibitor: inhibitors of human secretory acid sphingomyelinase | P17405 | placental ASM, HMU-PC fluorogenic substrate, 60 min | Potency, µM (series often up to 57.5 µM), inactives show at the top dose activity change, negative = inhibition, actives largely listed as inhibitors | 0.006% of 340,000 active | AID 504937; also: potency is read from the fitted curve at half-maximal effect
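Fluorogenic HMU-PC substrate (9 uM final) is turned over by placental ASM in 60 min at 37 C after a 10 min compound preincubation. Reaction ended by alkaline stop (pH 10), with fluorescence read at 386/447 nm.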
Mito fusion act: mitochondrial division inhibition or fusion activation; AID 485298; S. cerevisiae fusion-defective mutant growth rescue, CellTiterGlo 48 h; Potency, µM (top dose mostly 46.1 µM), inactives show at the highest dose growth rescue (activation), most hits filed as activators; 0.23% of 320,000 active;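 also: potency is read from the fitted curve at half-maximal effect; % of control where 0% means no effect; nearly all actives have a fitted effect of over 45% in size; temperature-sensitive fusion mutants such as fzo1-1 at 37 °C on non-fermentable ethanol glycerol medium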
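S. cerevisiae fusion-defective temperature-sensitive mutants (e.g. fzo1-1, mgm1-5) grown 48 h at 37C in YPEG (ethanol/glycerol non-fermentable) medium with 23 nl compound per well; growth rescue read as CellTiterGlo luminescence.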
a7 integrin act: integrin-mediated muscular dystrophy alleviation activation; Potency, µM (top dose mostly 38.3 µM), for the others: at the top dose activation, most hits filed as activators; 0.064% of 350,000 active; AID 624291; alpha7betagal myoblasts, beta-gal FDG fluorescence, 48 h;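 also: potency is read from the fitted curve at half-maximal effect; 100% = response of the positive control SU9516; nearly all actives have a fitted effect of over 60% in size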
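Alpha7betagal+/- myoblasts (passage 13) were plated 16-24 hr, then exposed to compounds (1:260 dilution of DMSO stock) for 48 hours at 37C. After MPER lysis, β-galactosidase reporter activity was read as FDG fluorescence (ex 480/em 540) after 30 minutes.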
Eya2 inh: blocks the phosphatase activity of human Eya2. O00167. recombinant Eya2, OMFP fluorescence dephosphorylation (OMFP is methylfluorescein phosphate). Potency, µM (series often up to 76.9 µM), for inactives: top-dose activity, negative = inhibition, hits mostly inhibitors. 0.006% of 330,000 active. AID 488837; also: potency is read from the fitted curve at half-maximal effect; % is scaled to controls: 0 for no effect and ±100 for the full control effect
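Eya2 protein (added as 0.2 uM solution) was preincubated with compound for 10 min at ambient temperature in 50 mM HEPES pH 7.5, 50 mM NaCl, 5 uM MgCl2, 0.05% BSA, 1 mM DTT. OMFP (added at 50 uM) then reacted 10 min; fluorescence read at 485/525 nm.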
TCR act: activators of T cell receptors. primary human leukocytes, anti-CD3, IL-2 HTRF, 48 h. Potency, µM (titrated, usually from 9.22 µM), inactives show top-dose activation of IL-2 secretion, hits mostly activators. 330,000 tested, under 10 active; also: % of control where 0% means no effect
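IL-2 release read by HTRF sandwich (Eu cryptate donor, d2 acceptor, 665 nm emission) after 48 hr exposure of primary human leukocytes to compound together with anti-CD3 beads in the absence of co-stimulatory signals.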
ELG1 repair inh: ELG1-dependent DNA repair inhibition; Potency, µM (top dose mostly 46.1 µM), for the others: at the highest dose activity change, negative = inhibition, usual class: inhibitors; 2.3% of 330,000 active; HEK293T ELG1-luciferase reporter, luminescence, 16 h; DNA damage induced by 5-fluorouridine; also: potency is read from the fitted curve at half-maximal effect; % is scaled to controls: 0 for no effect and ±100 for the full control effect; nearly all actives have a fitted effect of over 55% in size
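Cells (2,000 per well) received 5-fluorouridine plus test compound or DMSO and were incubated 16 hr at 37 °C, 5% CO2. Luciferase activity was read by luminescence 30 min after ONE-Glo addition; signal suppression marked inhibition of damage-induced ELG1 function.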
TSG101-PTAP inh: blocks PTAP/TSG101 interaction to inhibit HIV-1 budding; Q99816; Fluorescence polarization, FITC-PTAP peptide / Tsg101 binding; Potency, µM (titrated, usually from 115 µM), without a hit: at the top dose activity change, negative = inhibition, usual class: inhibitors; 340,000 tested, under 10 active; AID 493005; active = well fitted inhibition curve with a large enough effect in the main read-out, with a control signal flat, not every such curve was filed as active; inconclusive = small, poorly fitted or top-dose-only effect, or effect the other way, or a change in a side signal; inactive = no such curve, though single readings can be large or run the other way; also: potency is read from the fitted curve at half-maximal effect; % of control where 0% means no effect
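Tsg101 binding domain (10 uM final) was mixed with compound and a FITC-labeled PTAP peptide (50 nM final) in HEPES pH 7.5 buffer with NaCl, Tween 20, EDTA and TCEP; fluorescence polarization was read after 20 min at r.t.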
Tb PFK block: T. brucei PFK enzyme inhibition. O15648. T. brucei PFK, ADP-Glo luminescence. Potency, µM (highest dose often 57.5 µM), without a hit: top-dose activity, negative = inhibition, hits mostly inhibitors. 0.17% of 330,000 active. AID 485367;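 also: potency is read from the fitted curve at half-maximal effect; 0% = uninhibited 1x PFK enzyme wells and -100% = no-enzyme wells; nearly all actives have a fitted effect of over 60% in size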
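Luminescent ADP detection (ADP-Glo, two-step: ATP depletion then ADP-to-ATP conversion for luciferase) reported PFK activity after 45 min room-temperature reaction of 1.25 nM enzyme with 0.5 mM F6P and 0.1 mM ATP at pH 8.0.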
A-T KAP1 phos: candidate therapy for ataxia-telangiectasia; […] A-T fibroblasts, KAP-1 phosphorylation AlphaLISA; neocarzinostatin DNA damage 30 min before lysis; Potency, µM (titrated, usually from 57.5 µM), for inactives: at the top dose activation, hits mostly activators; 0.19% of 320,000 active; AID 485349; also: potency is read from the fitted curve at half-maximal effect; % of control where 0% means no effect; nearly all actives have a fitted effect of over 45% in size
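hTERT-immortalized A-T patient fibroblasts ([…]), 500 cells/well in OPTI-MEM, 1% FBS, got compounds for 60 min, then NCS for 30 min at 37C. Lysates were then assayed for phospho-KAP-1 by AlphaLISA (anti-pKAP1 donor, anti-KAP1 acceptor beads), 6 hr at 25C.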
* hit, by the source's call; ? = inconclusive; · = no result given; [ ] = remark or other dose. Unless noted, calls follow the shape of the dose curve; as a rule, active = well fitted curve in the direction sought with a large enough effect; inconclusive = small, poorly fitted or top-dose-only effect, or another doubt; inactive = no such curve, though single readings can be large; an effect the other way counts as inactive or inconclusive.

SMILES | Chronic BCR inh | TSHR antag | ASM inhibitor | Mito fusion act | a7 integrin act | Eya2 inh | TCR act | ELG1 repair inh | TSG101-PTAP inh | Tb PFK block | A-T KAP1 phos
CCCn1c(=O)[nH]c(=O)c2c(C(=O)OCC)cc(-c3cccs3)nc21 | 1% | 6 | · | 11% | 4% | 7% | 0% | 18% | -5% | -18% | -10%
Cc1nc(SCC(=O)NC(=O)NCc2ccco2)nc(C)c1C | 6% | 1 | -1% | ? | -12% | -5% | 7% | -7% | -2% | -15% | 3%
Cc1ccc(C(=O)N2CCC(n3nccc3NC(=O)C3CCOC3)CC2)cc1 (stereo not given) | -13% | 25 | 2% | 1% | 15% | -22% | 3% | 12% | 0% | -14% | 11%
O=C(CSc1nnc(C2CC2)n1Cc1ccccc1)c1ccc(S(=O)(=O)N2CCOCC2)cc1 | ? | -12 | 1% | -3% | -19% | -15% | 6% | 18% | -1% | -15% | -2%
CCCN(CC(=O)Nc1ccc(C(N)=O)cc1)CC(=O)Nc1ccc(Cl)cc1Cl | -1% | 0 | 2% | 1% | 34% | 4% | -5%[46.1 µM] | -2% | 0% | 0% | -1%
CCOc1ccc(NC(=O)CN(C)C(=O)Cc2sc(C)nc2-c2ccc(F)cc2)cc1OCC | -10% | 15 | 4% | -4% | 0% | 4% | 5% | ? | -2% | 0% | -7%
NC(N)=Nc1nc(CCN2C(=O)c3ccccc3C2=O)cs1 | 1% | -44 | -1% | -6% | -2% | 26% | -2% | 0% | -4% | 1% | 4%
COc1ccc([N+](=O)[O-])cc1/C=N/NC(=O)CNC(=O)C(c1ccccc1)c1ccccc1 | -3% | -4 | -17% | -1% | -11% | -1% | 0%[46.1 µM] | -22% | -5% | 1% | 10%
Cn1c(SCC(=O)Nc2ccc(NC(=O)c3cccs3)cc2)nnc1-c1ccncc1 | -22% | -11 | 7% | -2% | 18% | -3% | -5%[46.1 µM] | 4% | 2% | -2% | ·
COc1ccc(-c2noc(CNC(=O)c3ccoc3C)n2)cc1OC | -13% | -2 | 10% | -3% | -12% | -6% | 1% | -13% | -2% | 2% | -2%
COc1nccnc1NS(=O)(=O)c1ccc(NC(=O)c2ccccc2Br)cc1 | -16% | -10 | 1% | 6% | 10% | -7% | 0% | 24% | -1% | 0% | -6%
CC(=O)N1c2ccc(S(=O)(=O)NCCC(=O)N3CCC(C)CC3)cc2CC1C (stereo not given) | 5% | 7 | 4% | 27% | -31% | -4% | 0% | -12% | -1% | -5% | -4%
COc1cc(/C=C/C(=O)OCC(=O)Nc2cccc(Oc3ccccc3)c2)ccc1O | ? | -19 | 26% | ? | -33% | -4% | 0%[46.1 µM] | ? | 0% | 0% | ·
COc1ccccc1NC(=O)C(C)Sc1nnc2ccccn12 (stereo not given) | -9% | 1 | 10% | -1% | -4% | -5% | 2% | 23% | -2% | 2% | -1%
COc1ccc(-c2nnc(-c3ccc(F)cc3)o2)cc1 | ? | -7 | -1% | 16% | 8% | -1% | 3% | ? | 0% | 1% | -4%
Cc1cccn2c(=O)c3cc(C#N)c(=NC(=O)c4ccco4)n(Cc4ccco4)c3nc12 | ? | -13 | 335%[activator] | 5% | ? | 5% | 0% | 0% | -6% | -7% | -6%
COc1ccccc1CNC(=O)c1cc2ccccc2o1 | ? | -7 | 2% | 2% | -19% | 1% | -3% | -6% | -4% | 2% | -2%
Cc1ccc(CNC(=O)C2CCN(C(=O)Nc3ccccc3)CC2)cc1 | 1% | 11 | -1% | -4% | -15% | -12% | 4% | 0% | -4% | 0% | 2%
CCc1nnc(NC(=O)c2cc(OC)c(OC)cc2[N+](=O)[O-])s1 | 2% | -9 | -1% | 2% | ? | -7% | -2% | -6% | 1% | 2% | -6%
COc1ccc(CNC(=O)CSc2ncn[nH]2)cc1OC | 5% | 16 | -3% | ? | -2% | -4% | -26% | 0% | -2% | 0% | -18%
COCCN(C(=O)COC(=O)CCC(=O)c1ccc(C)cc1)c1c(N)n(Cc2ccccc2)c(=O)[nH]c1=O | -2% | -3 | 3% | -1% | 19% | -3% | -11% | 12% | -4% | -1% | 1%
CCCC(C)C(=O)Nc1ccccc1C(=O)OCC (stereo not given) | ? | -2 | 2% | 2% | 15% | 3% | 0% | -7% | -3% | 0% | -1%
COc1ccc(C2C(C(=O)OCC(=O)N3CCCCC3)CCC(=O)N2c2ccc(OC)cc2)cc1 (stereo not given) | 0% | 1 | -1% | -5% | 66% | 8% | -5% | 2% | -4% | 3% | 1%
NC(=O)Cn1cnc2c(nnn2-c2cccc(Cl)c2)c1=O | 5% | 1 | 0% | -13% | 3% | 0% | -4% | -6% | 0% | 1% | -6%
CCOC(=O)C1CCN(C(=S)Nc2cc(C)ccc2C)CC1 | -2% | 0 | 6% | -1% | -9% | -12% | 3%[46.1 µM] | 7% | -3% | 7% | 2%
CN(C)c1ccc(CNC(=O)CCS(=O)(=O)c2ccc3c(c2)oc(=O)n3C)cc1 | -5% | 5 | 0% | 2% | 1% | -2% | 11% | 16% | -1% | 0% | -5%
CC(=O)N1CCCc2cc(S(=O)(=O)N3CCCC(C(=O)N4CCN(c5cc(C)ccc5C)CC4)C3)ccc21 (stereo not given) | 0% | -36 | -1% | -9% | -20% | -1% | 1% | ? | 0% | -3% | 13%
COCc1cc(=O)[nH]c(=S)[nH]1 | 3% | 7 | 3% | 0% | -10% | 2% | -1%[46.1 µM] | -2% | -4% | 1% | -6%
O=C(CCNC(=O)c1ccccc1Cl)NCC1CCCO1 (stereo not given) | -1% | 1 | 5% | -2% | 14% | -14% | 2% | 22% | -4% | -5% | 0%
Cc1ccc(N=C2NC(=O)CS2)c(C)c1 | ? | 4 | 0% | -8% | 7% | 13% | -1% | 0% | -8% | -8% | 2%
Cc1ccc(NC(=O)C[n+]2ccccc2)cc1C | 2% | -19 | -6% | -3% | 34% | 11% | · | -13% | -3% | 0% | -5%
O=C(O)C1CCCCN1S(=O)(=O)c1ccccc1 (stereo not given) | ? | 3 | 3% | 4% | 21% | -2% | -15% | 13% | -2% | -2% | 2%
CCN1CCCc2cc(CN(CCN3CCOCC3)C(=S)Nc3ccc(C)cc3)ccc21 | 4% | 9 | 1% | 4% | -39% | -4% | 2% | ? | -1% | -7% | -6%

Source: PubChem
